STK33 inh – inhibitors of purified STK33 kinase, primary screen, biochemical, ADP-Glo luminescence, homogeneous, cell-free; Serine/threonine-protein kinase 33 (Homo sapiens), Q9BYT3; MBP phosphorylation; inhibition, % at 10 µM; hit rate 0.073% among 320,000;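 active means inhibition at or above 25%, using the most active replicate where run in duplicate; inactive means inhibition below 25%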
Target sequence (Q9BYT3 whole entry, looked up): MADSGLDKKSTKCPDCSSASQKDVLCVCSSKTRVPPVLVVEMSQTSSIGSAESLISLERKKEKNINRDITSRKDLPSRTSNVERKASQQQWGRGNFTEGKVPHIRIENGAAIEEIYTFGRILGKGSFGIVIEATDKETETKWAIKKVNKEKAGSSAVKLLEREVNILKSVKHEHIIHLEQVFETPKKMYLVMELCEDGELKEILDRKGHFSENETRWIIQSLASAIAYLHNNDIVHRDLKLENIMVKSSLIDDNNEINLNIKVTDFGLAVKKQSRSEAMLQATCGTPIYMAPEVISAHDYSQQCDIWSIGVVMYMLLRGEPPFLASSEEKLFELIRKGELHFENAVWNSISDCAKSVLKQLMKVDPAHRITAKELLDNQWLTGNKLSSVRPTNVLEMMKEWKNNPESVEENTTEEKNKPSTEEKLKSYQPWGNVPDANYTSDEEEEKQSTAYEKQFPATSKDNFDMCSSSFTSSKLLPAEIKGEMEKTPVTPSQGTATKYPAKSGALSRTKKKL
OX1R FRET antag – antagonists of human orexin 1 receptor (OX1R). OX1R-expressing cells, FRET antagonist read-out. inhibition, % at 6.6 µM. hit rate 1.8% among 330,000. AID 485270, 2010. Orexin/Hypocretin receptor type 1 (Homo sapiens), O43613; in the data active means inhibition mostly above about 38%, no sharp cut-off; inactive means mostly below about 40%;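 further: 0% = agonist challenge alone and 100% = reference antagonist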
Target sequence (O43613 whole entry, looked up): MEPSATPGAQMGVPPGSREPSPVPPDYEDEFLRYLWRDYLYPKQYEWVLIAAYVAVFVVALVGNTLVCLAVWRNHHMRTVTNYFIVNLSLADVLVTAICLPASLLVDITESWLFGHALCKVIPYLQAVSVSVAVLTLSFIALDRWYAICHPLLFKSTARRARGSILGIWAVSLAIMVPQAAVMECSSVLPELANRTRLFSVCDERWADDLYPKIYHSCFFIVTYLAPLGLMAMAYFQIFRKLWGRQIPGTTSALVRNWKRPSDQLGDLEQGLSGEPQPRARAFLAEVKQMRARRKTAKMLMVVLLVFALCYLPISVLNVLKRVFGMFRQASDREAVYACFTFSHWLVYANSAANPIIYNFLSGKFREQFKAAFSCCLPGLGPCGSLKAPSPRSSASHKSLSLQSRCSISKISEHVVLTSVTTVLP
Active calls of the source: *; . = no result given; & = joins results of further samples.

Preview:
STK33 inh,OX1R FRET antag,Molecule
-1.8,24,CC(C)(C)c1ccc(S(=O)(=O)NCc2ccc(C(=O)NCc3ccccn3)cc2)cc1
0.0,7,Cc1ccc(S(=O)(=O)N2CCN(C(=O)Cc3ccccc3)CC2)cc1C

The list itself, repeating the preview:
STK33 inh,OX1R FRET antag,Molecule
-1.8,24,CC(C)(C)c1ccc(S(=O)(=O)NCc2ccc(C(=O)NCc3ccccn3)cc2)cc1
0.0,7,Cc1ccc(S(=O)(=O)N2CCN(C(=O)Cc3ccccc3)CC2)cc1C
-1.3,6,CC1CC(C)CN(C(=O)CN2C(=O)NC(C)(C)C2=O)C1 (stereo not drawn)
-1.4,11,CCN(CC)c1nc(Oc2ccc(=O)[nH]n2)nc(N2CCOCC2)n1
-1.5,6,C=C(C)c1cccc(C(C)(C)NC(=O)NCc2cccnc2)c1
-0.5,25,COc1ccc(/C=N\NC(=O)c2ccccc2Cl)cc1COc1c(F)c(F)c(F)c(F)c1F
-0.2,-4,O=C(NNS(=O)(=O)c1ccc(F)cc1)c1cnccn1
3.5,15,COc1ccc(C(=O)N2CCN=C2SCc2cccnc2)cc1OC
-2.5,39,CCOC(=O)c1ccc(S(=O)(=O)N2CCN(C3CCCC3)CC2)cc1
0.1,25,COC(=O)[C@H](Cc1ccccc1)NC(=O)O[C@H]1C(=O)c2ccc(OC)cc2O[C@@H]1c1ccc2c(c1)OCO2
-1.2,33,COC(=O)c1ccc(C)c(NC(=O)CCSc2ccccc2)c1
.,12,Cc1cc(N2CCC(C)CC2)n2nc(C)c(-c3ccccc3)c2n1

Carrying on.
STK33 inh,OX1R FRET antag,Molecule
-0.7,1,CC(/C=C1\SC(=S)N(CC(=O)N2CCN(c3ccccc3)CC2)C1=O)=C\c1ccccc1
0.0,-3,COc1ccccc1-c1nc2ccc(Cl)cc2c(=O)n1O
0.2,18,CCOc1ccccc1-c1nc(-c2ccc(NC(=O)Cc3ccccc3OC)cc2)no1
0.3,3,CN=C1SC(C(=O)O)CC(=O)N1C (stereo not drawn)
-2.0,2,CCCCCCCC(=O)N/N=C/c1ccc(Br)cc1
-0.3,3,CCOC(=O)COc1ccc(S(=O)(=O)N2CCN(c3ccc(F)cc3)CC2)cc1
-1.3,23,Cc1ccsc1C(=O)N1CCCC(CO)(Cc2ccccc2F)C1 (stereo not drawn)
.,7,C#CCOC(=O)/C(=C/c1ccc(F)cc1)NC(C)=O
15,39*,CN1c2ccc(C=O)c3c(C=O)ccc(c23)N(C)C1(C)C
-0.7,35,O=c1oc(-c2cccs2)nc2ccccc12
-1.0,13,CC1=C(C(=O)Nc2ccc(Cl)cc2)C(c2ccco2)NC(=O)N1 (stereo not drawn)
0.0,17,COc1ccc(NC(=O)c2ccc(Br)o2)cc1

Later entries:
STK33 inh,OX1R FRET antag,Molecule
-1.2&-2.3,3&4,CCOC(=O)c1[nH]c(C)c(CCC(=O)O)c1C
-0.2,8,CCOP(=O)(OCC)C(NC(=O)Nc1ccccc1)c1ccccc1 (stereo not drawn)
-2.4,13,O=C(Nc1cccc(F)c1)C1CCCN(S(=O)(=O)c2ccc(-n3cnnn3)cc2)C1 (stereo not drawn)
-0.3,9,CC(C)c1ccc(C(=O)NCc2ccc(Cl)cc2)cc1
1.4,-7,Cc1ccc(CC(=O)Nc2ccc(Cl)cn2)cc1
-0.5,15,CCOC(=O)N1CCN(C(=O)C(NC(=O)C2CCC(C)CC2)C(C)C)CC1 (stereo not drawn)
1.0,12,OCCn1nc(-c2ccccc2)cc1-c1ccccc1
0.9,8,O=C(COC(=O)c1c(Cl)cccc1Cl)NCC1CCCO1 (stereo not drawn)
-2.1,20,Cc1ccccc1NC(=O)N1CCN(C/C=C/c2ccccc2)CC1
-1.2,13,COc1ccc(OC)c(S(=O)(=O)NCC(c2ccc3c(c2)OCO3)N2CCOCC2)c1 (stereo not drawn)
-1.0,1,CC1=Nn2c(nnc2-c2ccccn2)SC1
1.2,46,Brc1ccccc1-n1nnc(-c2ccnc3ccccc23)n1

The results go on:
STK33 inh,OX1R FRET antag,Molecule
-0.7,11,Cc1ccccc1NC(=O)Cc1cccs1
-0.1,8,CN(Cc1ccccn1)C(=O)C1CCC(=O)N(CCc2ccc(Cl)cc2)C1 (stereo not drawn)
0.4,32,Cc1ccc(NN=C2C(=O)OC(C)(C)OC2=O)c(C)c1
-2.1,6,CCOC(=O)CNC(=O)c1ccc(Br)s1
-2.9,17,O=C(CSc1nc(-c2ccco2)cc(C(F)(F)F)n1)Nc1ccccc1C(F)(F)F
-0.5,22,O=C(CSc1ccc(-c2ccccn2)nn1)c1ccc(F)cc1
-0.2,-3,CC(C(=O)O)n1ncc2ccccc2c1=O (stereo not drawn)
0.7,21,O=C(c1ccc(C(F)(F)F)cc1)N1CCN(c2ccc(N3CCOCC3)nn2)CC1
0.5,11,S=C(NCCCN1CCOCC1)Nc1cccc(-c2nnc3n2CCCCC3)c1
-0.4,26,CCCCN(C)Cc1c(C)[nH]c2ccccc2c1=O
2.0,48,Cc1cc(C)n(-c2nnc3c4ccccc4n(C)c3n2)n1
-0.9,1,N#Cc1cc(Oc2cccnc2)c(Oc2cccnc2)cc1C#N

Part of the list above in a different format:
> CC(C(=O)O)n1ncc2ccccc2c1=O (stereo not drawn)
  STK33 inh: -0.2
  OX1R FRET antag: -3
> O=C(c1ccc(C(F)(F)F)cc1)N1CCN(c2ccc(N3CCOCC3)nn2)CC1
  STK33 inh: 0.7
  OX1R FRET antag: 21
> S=C(NCCCN1CCOCC1)Nc1cccc(-c2nnc3n2CCCCC3)c1
  STK33 inh: 0.5
  OX1R FRET antag: 11
> CCCCN(C)Cc1c(C)[nH]c2ccccc2c1=O
  STK33 inh: -0.4
  OX1R FRET antag: 26

Continuation:
STK33 inh,OX1R FRET antag,Molecule
-0.4,5,COC(=O)c1c(C)nc2ccccc2c1C(=O)O
-0.3,4,C=CCSc1nnc(-c2nnc(SCC=C)n2CC)n1CC
-1.8,50*,CC1(C)Cc2cccc(OCC(=O)OCc3nnc(-c4ccc([N+](=O)[O-])cc4)o3)c2O1
-2.3,7,COC(=O)c1ccc(NC(=O)CN2CCCC2)cc1
1.5,25,Cc1cccc(-c2nc3c(c(SCC(=O)N4CCOCC4)n2)Cc2c(CO)cnc(C)c2O3)c1
11,16,COc1ccc(C2=NCCn3nc4ccccc4c32)cc1
-0.3,8,COc1ccc(NC(=O)Cc2ccsc2)cc1S(=O)(=O)N1CCCCC1
0.3,22,COc1ccc(-c2noc(CNS(=O)(=O)c3ccc(NC(C)=O)cc3)n2)cc1OC
-0.4,31,Cc1ccc(CN2CCN(/N=C/c3ccc(O)c(O)c3)CC2)cc1
-4.1,1,Cc1onc(NC(=O)CSCC(=O)O)c1Br
-1.5,17,Cn1cccc1CC(=O)N/N=C\c1cccs1
1.0,5,CC(=O)Nc1nc(C)c(-c2nc3ccc([N+](=O)[O-])cc3[nH]2)s1

Next entries follow.
STK33 inh,OX1R FRET antag,Molecule
3.2,19,CCc1nnc(NS(=O)(=O)c2ccc(N=Cc3c(C)[nH]n(-c4ccc(C)c(C)c4)c3=O)cc2)s1
-1.5,33,COC(=O)c1cn(-c2ccccc2)c(=O)c2ccccc12
-2.1,35,CC(NC(=O)/C(=C/c1ccc(OC(F)F)cc1)c1ccccc1)c1ccccc1 (stereo not drawn)
-0.5,32,COc1cccc(CNS(=O)(=O)c2ccc3c(c2)N(C)CCO3)c1
-0.1,11,Cc1ccc(N(C)S(=O)(=O)c2cccc(C(=O)NCC(c3ccco3)N3CCCC3)c2)cc1 (stereo not drawn)
-1.9,7,Cc1cc(C(=O)CN2C(=O)c3ccccc3S2(=O)=O)c(C)n1-c1ccccc1
1.5,-5,Fc1ccc(NC(=S)N2CCCC2)cc1Cl
-0.3,22,COc1ccc(NC(=O)[C@@H]2CCCN2S(=O)(=O)c2ccc(Cl)cc2)cc1
.,17,CC(Sc1nnnn1C)C(=O)NC1CCCc2ccccc21 (stereo not drawn)
-1.0,22,Cc1cc(C)n2nc(SCC(=O)c3cccs3)nc2n1
0.2,7,CCNC(=S)N/N=C/c1cn(Cc2ccc(F)cc2)c2ccccc12
0.0,23,N=C1CCCN1c1ccccc1O

New compounds follow.
STK33 inh,OX1R FRET antag,Molecule
0.8,30,COc1ccc(C(=O)/C=C/Nc2ccc([N+](=O)[O-])cc2C)cc1OC
-0.6,6,CS(=O)(=O)N(Cc1ccc(C(=O)NC2CCCC2)cc1)c1ccccc1
-0.2,12,Cn1nnc(NC(=S)NC(=O)c2cccc3c(Cl)cccc23)n1
-1.9,2,CCc1nnc(NC(=O)CN2CCN(Cc3cccc(OC)c3)CC2)s1
-3.1,26,C#CCOCCOCCOCCNc1nc(N2CCN(C(=O)C([C@@H](C)CC)n3cc(C(N)CC(C)C)nn3)CC2)nc(N2CCN(C(=O)[C@H](CCC(=O)O)n3cc(C(N)CC(C)C)nn3)CC2)n1 (stereo partly drawn)
-0.9,9,Cc1cc(F)ccc1NCc1ccccc1[N+](=O)[O-]
0.1,23,COc1ccc(NC(=O)c2ccccc2NC(=O)CSc2ccc(Cl)cc2)cc1
-1.1,11,CNS(=O)(=O)c1cccc(C(=O)OCC(=O)C23CC4CC(CC(C4)C2)C3)c1
0.8,4,O=C(c1ccc(S(=O)(=O)N2CCCC2)cc1)N1CCN(Cc2ccc3c(c2)OCO3)CC1
-2.0,4,O=C(CSc1nnc(NC2CCCCC2)s1)N1CCOCC1
-1.1,74*,CCN(CC)c1ccc(-n2cc3c(=O)n(C)c(=O)n(C)c3c2)cc1
-4.3,28,O=C(O)C/C(=C\c1ccc(N2CCOCC2)c([N+](=O)[O-])c1)c1nc2ccccc2s1

More entries
STK33 inh,OX1R FRET antag,Molecule
-1.6,18,Cc1cccc(CSc2nnc([C@@H]3CCCN3C(=O)OC(C)(C)C)o2)c1
0.2,6,COCCCn1c(-c2ccc(S(=O)(=O)N3CCOCC3)cc2)csc1=Nc1ccccc1
-1.2,5,CCOc1ccc(N2CC(C(=O)NCCc3ccccc3)CC2=O)cc1 (stereo not drawn)
-0.1,2,Cn1cnc2cc(NC(=O)c3ccco3)ccc21
-0.4,1,Cc1nn(-c2nc3ccccc3s2)c(N)c1-c1ccc(Cl)cc1
-1.7,20,CCOC(=O)c1cnc(-n2cc(C)cn2)nc1NCc1ccc2c(c1)OCO2
0.2,31,Cc1cc(C)cc(Nc2ccc3nonc3c2[N+](=O)[O-])c1
-1.2,4,CCOC(=O)C1CCN(C(=O)COC(=O)C2CCN(S(=O)(=O)c3ccc4c(c3)OCCO4)CC2)CC1
-0.3,13,N#CC(C(=O)NCCc1ccccc1)c1nc2ccccc2nc1N1CCOCC1 (stereo not drawn)
0.3,17,N#CCSc1ncnc2ccccc12
-1.5,13,Cc1cccc(-c2nc3c(c(SCC(=O)N4CCOCC4)n2)COC(C)(C)C3)c1
-0.9,15,Oc1cccnc1CCc1ccccc1

One compound at a time, from the list above:
Shown for N#CCSc1ncnc2ccccc12 = STK33 inh = 0.3; OX1R FRET antag = 17
Shown for Cc1nn(-c2nc3ccccc3s2)c(N)c1-c1ccc(Cl)cc1 = STK33 inh = -0.4; OX1R FRET antag = 1

The results go on:
STK33 inh,OX1R FRET antag,Molecule
0.3,10,Cc1cccc(C)c1N1CCN(C(=O)N2CCCCC2)CC1
-3.1,12,CNc1nc2ccccc2n1N
2.5,13,CNC(=O)c1cc2ncc(C(F)(F)F)cc2s1
-0.2,28,Cc1cc([N+](=O)[O-])nn1CC(=O)NCc1ccco1
-3.1,30,COc1ccc(C(C)=O)cc1CSC(=N)N
0.1,7,O=C(c1cc(Cl)ccc1O)N1CCN(S(=O)(=O)Cc2ccccc2)CC1
-0.8,9,O=C(CSc1nc2ccccc2c(=O)n1CCCO)NCc1ccccc1
-0.9,13,COc1ccc(NC(=O)CN2C(=O)NC3(CC(C)CC(C)(C)C3)C2=O)cc1S(=O)(=O)N1CCCCC1 (stereo not drawn)
-1.8,16,CCOc1ccc(OCC)c(NC(=O)C2CCN(S(=O)(=O)c3cccnc3)CC2)c1
-1.3,9,Cc1cc(N2C(=O)C(O)=C(C(=O)c3cccs3)C2c2cccc(Br)c2)no1 (stereo not drawn)
-0.1,42,CN(CC(=O)Nc1cc([N+](=O)[O-])ccc1Cl)Cc1ccc(Br)cc1
-1.0,7,COc1ccccc1N1N=C(c2ccc([N+](=O)[O-])cc2)CC1c1ccccc1 (stereo not drawn)
-0.6,.,COc1cc2cc(C(=O)NCCc3ccccc3)[nH]c2cc1OC
-1.5,16,CCCCNc1c(C(=O)OCC)c(=O)[nH]c2ccccc12
5.6,4,Cc1cccc(NC(=S)N(CCN2CCOCC2)Cc2ccccc2F)c1

Screens deposited in PubChem BioAssay by several laboratories.
